JMJD2C inh = inhibitors of human GASC-1 (JMJD2C) demethylase | GST-JMJD2C(1-420) H3K9me3 demethylation, DELFIA europium | inhibition, % at 2.35 µM | actives 0.069% (n = 330,000) | Q9H3R0;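 active = more than half of a compound's replicate wells show inhibition beyond 50%, single wells judged on their own value; inconclusive = some, but no more than half, of replicates pass 50% inhibition; inactive = no replicate passes 50% inhibition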;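 also: signal counts dimethyl H3K9 product captured on neutravidin plate; 0% = median of DMSO wells and 100% = 0.3 times that DMSO median; strong numbers were not always called active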
Target sequence (Q9H3R0 1-420 limits assumed): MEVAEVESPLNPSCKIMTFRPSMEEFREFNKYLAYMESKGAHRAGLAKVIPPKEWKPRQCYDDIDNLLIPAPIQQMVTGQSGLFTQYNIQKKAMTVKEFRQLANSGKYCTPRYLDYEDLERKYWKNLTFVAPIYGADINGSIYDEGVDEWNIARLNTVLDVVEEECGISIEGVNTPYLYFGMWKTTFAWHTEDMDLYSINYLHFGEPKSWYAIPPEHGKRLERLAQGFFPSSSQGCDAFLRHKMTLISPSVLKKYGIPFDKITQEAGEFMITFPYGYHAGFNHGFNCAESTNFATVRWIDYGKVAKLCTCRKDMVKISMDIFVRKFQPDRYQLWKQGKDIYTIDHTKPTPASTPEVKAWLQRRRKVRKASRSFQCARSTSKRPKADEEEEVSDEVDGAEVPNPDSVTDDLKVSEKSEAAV
Active calls of the source: *; ? = inconclusive. Not all compounds are listed, so the mix of outcomes need not match the whole.

JMJD2C inh	smiles
-33.9	Cc1ccc(NS(=O)(=O)c2ccc(C(=O)OCC(=O)Nc3cc(C)on3)cc2)cc1
-7.2	Cc1nc2scc(-c3ccccc3)c2c(=O)n1N=C1C=CC(=O)C=C1
-2.9	Cc1ccc(SC[C@H](c2ccccc2)N2CCN(CC(C)C)CCC2=O)cc1
?	COC(C[C@@H](O)C[C@H](O)COCc1ccccc1)OC
-0.2	Cc1ccc(NC(=O)Cn2cnc3sc(C(=O)NCCN(C)C)c(C)c3c2=O)cc1Cl
-8.9	Cc1cc(OCCn2nc(C(=O)O)c3ccccc3c2=O)ccc1C(C)C
3.0	O=C(CSc1nnc(-c2ccccc2)o1)n1c2c(c3ccccc31)CCCC2
2.8	CCOCCCN(C(=O)Cn1nnc(-c2ccc(C)o2)n1)C(C(=O)NC1CCCC1)c1ccc(C)o1 (stereo not given)
-8.6	O=C(CSc1nnc(-c2ccccc2O)o1)N1CCOCC1
119.7	Cc1ccc2c(c1)C1CN(C)CCC1N2C(=O)Nc1ccc(Cl)cc1 (stereo not given)
4.4	Oc1ccccc1N=Cc1c(O)ccc2ccccc12
-2.9	Cc1cc([N+](=O)[O-])c2[nH]c(C(=O)N/N=C/c3ccccc3C(=O)O)c(-c3ccccc3)c2c1
?	CC(=O)Nc1cccc(Cn2cccn2)c1
-12.4	Cc1ccc2nc(NC(=O)CSc3ncnc4c3oc3ccccc34)sc2c1
-1.6	CCn1cc(/C=C(\NC(=O)c2ccc(C)cc2)C(=O)NCCN2CCOCC2)c2ccccc21
?	COC(C[C@H]1O[C@H]1[C@@H](O)[C@H](C)OCc1ccccc1)OC
3.9	CC(=O)Nc1cccc(-c2cc(C)c3cc4c(cc3n2)OCO4)c1
-36.1	O=C(c1ccc(Cl)cc1)N1CCN(c2ccnc3cc(Cl)ccc23)CC1
-1.7	Cc1ccc(S(=O)(=O)/C(C#N)=C/c2c(N3CCOCC3)nc3ccccn3c2=O)cc1
-29.5	O=C(O)c1ccc2nc(-c3ccco3)c(-c3ccco3)nc2c1
9.8	C=CCOn1c(=O)c(-c2ccc(F)cc2)[n+]([O-])c2ccccc21
27.7	Cc1cc(-c2ccccc2)nc(N2CCC(C(=O)NCc3ccccc3Cl)CC2)n1
-14.7	COc1cc(CN2CCNC(=O)C2CC(=O)N(C)CCN2CCOCC2)cc(OC)c1 (stereo not given)
-2.3	CCOC(=O)c1ccc(S(=O)(=O)Nc2ccccc2-c2nnn(CC)n2)cc1
-6.5	CCN1CCN(C(CNS(=O)(=O)c2ccc(C)cc2)c2ccccc2)CC1 (stereo not given)
-2.0	O=C(Nc1ccccc1N1CCOCC1)c1ccc2nc[nH]c2c1
4.6	COc1ccc(CCNC(=O)Cn2c(=O)n(-c3ccc(F)cc3)c(=O)c3sccc32)cc1OC
18.9	Cc1ccc(NC(=O)N(Cc2ccco2)Cc2cc3cc(C)cc(C)c3nc2Cl)cc1
-22.1	CC(c1ccccc1)n1c(NCCCn2ccnc2)nc2c1c(=O)[nH]c(=O)n2C (stereo not given)
-3.1	O=C(c1c[nH]c2ccc(S(=O)(=O)N3CCOCC3)cc2c1=O)N1CCN(c2ccccn2)CC1
-2.1	Cc1cccc(NC2CCCCC2NS(=O)(=O)c2ccccc2)c1 (stereo not given)
-2.3	CCN(CC)c1ccc(/C=c2\sc3nc4ccccc4n3c2=O)c(O)c1
5.9	CCOC(=O)C(=CNc1ccccc1Cl)C(=O)OCC
26.1	Cc1cc(/C=N/NC(=O)Cn2c3ccccc3c(=O)c3ccccc32)c(C)n1-c1ccc(Cl)cc1
-11.4	CNC(=O)COC(=O)c1ccccc1C(=O)c1ccc(Cl)c([N+](=O)[O-])c1
-10.3	CC(C)N(Cc1nccn1C)C(=O)c1ccc2oc(Cc3ccccc3)nc2c1
-14.6	CCN(CC)S(=O)(=O)c1ccc(N2CCN(S(=O)(=O)c3ccccc3)CC2)nc1
0.4	Cc1cc2c(=O)oc(-c3ccccc3Br)nc2s1
6.7	Cc1ccc(C2(CCNC(C)c3cccs3)CCOC(C(C)C)C2)cc1 (stereo not given)
-27.6	CC1OC(O[C@H]2CC[C@]3(C)C4C=C[C@]56OC[C@@]7(CC[C@@H](C)[C@H](C)C75)[C@H](O)C[C@@]6(C)[C@]4(C)CC[C@H]3C2(C)C)C(OC2OC(CO)C(O)C(O)C2OC2OCC(O)C(O)C2O)C(O)C1O (stereo not given in full)
2.7	COc1cccc(CN2CC(C(=O)NCc3ccc(Cl)s3)CCC2=O)c1 (stereo not given)
1.5	Cc1cc(NC(=O)c2ccc(F)c(S(=O)(=O)N3CCCCC3)c2)no1
-3.6	COc1ccc(CNS(=O)(=O)c2cc3c4c(c2)CCN4C(=O)CC3)cc1
20.2	CC(C)c1cc(C(C)C)c(S(=O)(=O)N2c3ccccc3[C@]3(Br)C[C@H]4C(=O)N[C@@H](Cc5ccccc5)C(=O)N4[C@H]23)c(C(C)C)c1
-8.0	CCOC(=O)c1c(C)[nH]c(C2=NNC(=Nc3ccccc3)SC2)c1C
-6.2	O=C(Nc1ccc(Oc2cccnc2)cc1)C1CCN(Cc2ccccc2F)CC1
-0.4	O=S(=O)(c1ccccc1)N1CCC2(CC1)OCCN2S(=O)(=O)c1cccs1
-7.9	Cc1cc(C)nc(N2CCN(c3nc(C)cc(C)n3)CC2)n1
-7.3	COc1ccc(S(=O)(=O)N2CCOC23CCN(S(=O)(=O)c2ccc(F)cc2C)CC3)cc1
-3.3	CC/C(Cc1ccccc1)=N/NC(=O)CNC(=O)c1ccc(Cl)cc1Cl
-12.8	COc1ccc(NC(=O)c2ccccc2Cl)c(NC(=O)c2ccco2)c1
-18.9	O=C(O)CN1CCNCC1
-16.9	CC1=NN(c2ccccc2)C(=O)/C1=C/C=C/c1ccc(N(C)C)cc1
23.8	O=C1OC(c2cccs2)=N/C1=C\c1ccc(-c2ccccc2Cl)o1
18.5	COc1ccccc1NC(=O)C(=O)N/N=C/c1ccc([N+](=O)[O-])s1
-5.9	Cc1c([N+](=O)[O-])c(C/C=N/O)nn1C
-14.1	O=C(c1ccc2c(c1)OCO2)[C@@H]1[C@@H]2C(=O)N(C3CCCCC3)C(=O)[C@@H]2C2c3ccccc3C=CN21 (stereo not given in full)
-11.8	CCn1c(SCC(=O)N2CCN(c3ccc(F)cc3)CC2)nnc1-c1ccncc1
7.3	O=[N+]([O-])/C=C\c1ccc(N2CCCC2)c(F)c1
-6.8	COc1ccc([C@H]2C(C#N)=C([S-])N[C@](C)(O)[C@@H]2[n+]2ccccc2)cc1

Next results
JMJD2C inh	smiles
6.6	COc1cc2nc3c4ccccc4n(CC#N)c3nc2cc1OC
11.0	Cc1cc(C)c2cc(CN(CCO)Cc3nnnn3Cc3ccc(F)cc3)c(=O)[nH]c2c1
-1.3	CCOCc1cnc(C)nc1NCC(=O)c1c(C)n(C)c2ccc(OC)cc12
9.4	CC(=O)N/C(=N\c1nc(C)cc(C)n1)Nc1ccccc1Cl
1.3	COC(=O)c1cc(-c2ccccc2)sc1NC(=O)c1cc(C)on1
-30.7	COC(=O)C1=CN(C)C=C(C(=O)OC)C1c1ccsc1
-1.5	CC(=O)N1Cc2[nH]c3ccccc3c2CC1C(=O)O (stereo not given)
-0.8	COC(C[C@H](O)[C@H](C)[C@H](O)COCc1ccccc1)OC
1.5	CC1CCCN(S(=O)(=O)c2ccc(S(=O)(=O)N3CCCN(Cc4ccccc4)C3)cc2)C1 (stereo not given)
8.7	COc1ccc(-n2c(NC(=O)c3ccc(Br)o3)c(C#N)c3nc4ccccc4nc32)cc1
57.9	Cc1cc(C)c2c(=O)n(CC(=O)N3CCC(Cc4ccccc4)CC3)sc2n1
-0.8	O=c1c2cn(Cc3ccc(F)cc3)c3ccccc3c-2nn1Cc1ccc(F)cc1
-4.4	Cn1c(=O)[nH]c(=O)c2c1nc(N1CCN(c3cccc(Cl)c3)CC1)n2CCCc1ccccc1
-1.4	COc1cccc(N2CC(C(=O)NCc3n[nH]c(=O)c4ccccc34)CC2=O)c1 (stereo not given)
-5.0	CC(C)(C)OC(=O)NC1CC2CCCC(C1)N2Cc1ccccc1 (stereo not given)
-2.5	CCC(=O)Nc1ccc(N2CCN(C(=O)c3ccco3)CC2)c(Cl)c1
0.8	CN1C(=O)COc2ccc(C(=O)c3oc4ccccc4c3-c3cnc4c(c3)COc3ccccc3-4)cc21
20.5	O=C(Nc1cccc(-c2nc3cccnc3s2)c1)C1c2ccccc2Oc2ccccc21
10.2	COc1cccc(NC(=O)c2ccc(NCCCN3CC(C)CC(C)C3)c([N+](=O)[O-])c2)c1 (stereo not given)
-34.1	COC(=O)c1ccccc1NC(=O)CSc1nnc(-c2ccc(C)cc2)o1
-9.5	OCCC1CN(CCCn2cccn2)CCN1C1CCCCC1 (stereo not given)
13.5	O=C(CNC(=O)C1CCCCC1)OCC(=O)c1ccc(Br)cc1
-1.3	Cc1cccc(CNC(=O)C2CCC(=O)N(CCc3cccc(F)c3)C2)n1 (stereo not given)
-3.6	Nn1cnnc1N/N=C\c1ccc(-c2ccccc2[N+](=O)[O-])o1
-2.8	Cc1ccc(-c2cc(C(=O)N/N=C/c3c(C)nn(-c4ccccc4)c3C)[nH]n2)cc1
-31.8	COc1ccc(NC(=O)N(C2CCCCC2)C2CCN(C(C)C)CC2)c(OC)c1
6.5	CCOC(=O)c1nc(Nc2ccc(Nc3ccccc3)cc2)c2ccccc2n1
-5.4	O=C(Cc1csc(N2CCOCC2)n1)N/N=C/c1ccc(O)c(O)c1O
-13.7	O=C(Nc1ccc(Cl)cn1)c1cccc(S(=O)(=O)N2CCCCC2)c1
-6.6	COCCNc1oc(-c2ccc(Cl)cc2)nc1C#N
0.0	CC(=O)Nc1ccc(-c2csc(Nc3cccc(C)n3)n2)cc1
-11.9	O=C(C1CCC(=O)N(C2CC2)C1)N1CCC(Oc2cccc(C(F)(F)F)c2)CC1 (stereo not given)
-3.9	O=C(CCl)N(Cc1cccc([N+](=O)[O-])c1)c1cccc(Cl)c1
14.8	CCN(CC)S(=O)(=O)c1ccc(N2CCOCC2)c(NC(=O)c2cc(-c3ccccn3)nc3ccccc23)c1
-31.7	O=C(O)c1ccc(NS(=O)(=O)c2cccc(C(=O)Nc3ccccc3[N+](=O)[O-])c2)cc1
0.9	CCOC(=O)c1cn(-c2ccc(F)c(F)c2)c2c(F)c(F)c(F)c(F)c2c1=O
-0.9	Fc1ccc(CNc2ccc(CNc3ncn[nH]3)cc2)cc1
-11.4	Cc1c2c(nc3nc4ccccc4n13)CCCC2=O
-6.5	C1CCN(c2nc(N3CCCC3)nc(N3CCNCC3)n2)C1
-7.3	CSCCC(NC(=O)c1ccccc1)c1nc(-c2ccccc2)no1 (stereo not given)

A second format for four compounds above.
O=C(C1CCC(=O)N(C2CC2)C1)N1CCC(Oc2cccc(C(F)(F)F)c2)CC1 (stereo not given)
  JMJD2C inh: -11.9

Cc1ccc(-c2cc(C(=O)N/N=C/c3c(C)nn(-c4ccccc4)c3C)[nH]n2)cc1
  JMJD2C inh: -2.8

CC(=O)Nc1ccc(-c2csc(Nc3cccc(C)n3)n2)cc1
  JMJD2C inh: 0.0

CCOC(=O)c1nc(Nc2ccc(Nc3ccccc3)cc2)c2ccccc2n1
  JMJD2C inh: 6.5

Carrying on.
JMJD2C inh	smiles
-3.5	Cc1oc2c(C)c3oc(=O)c4c(c3cc2c1C)CCC4
-17.6	CCCn1c(=O)c2c(C(=O)OCC)cc(-c3ccco3)nc2n(CCC)c1=O
1.2	COC(=O)c1cn(C)c2ccc(S(=O)(=O)N3CCCCC3)cc2c1=O
-34.9	O=[N+]([O-])c1ccc(/C=C/C2=NN(c3ccccc3)C(c3ccco3)C2)o1 (stereo not given)
6.0	Cn1ccc(C(=O)OCC(=O)Nc2ccccc2)n1
-3.6	CCCCN1C(=O)/C(=C/C=C2\SCCN2C)SC1=S
11.2	Cc1cccc(N(CC(=O)NCc2ccc3c(c2)OCO3)C(=O)CCC(=O)Nc2ccccn2)c1C
180.3	Oc1c(CN2CCOCC2)ccc2ccccc12
8.8	CCC(=O)N1CCc2cc(S(=O)(=O)N(C)c3ccc(Br)cc3)ccc21
9.6	O=C(O)CCc1cc(I)c(Oc2ccc(O)c(I)c2)c(I)c1
-6.2	CC(=O)NC(Cc1ccccc1C)C(=O)NC1CCN(C(=O)NCc2ccccc2)CC1 (stereo not given)
3.2	O=C(CN1C(=O)C2C3C=CC(C3)C2C1=O)OCC(=O)c1ccc(Cl)cc1 (stereo not given)
10.0	N#C[C@H]1[C@H](c2ccccc2)[C@](C#N)(C(=O)c2ccccc2)[C@@H]2C=Cc3ccccc3N21
11.8	CC1=C(C)CC(C(=O)NC2CCCC2)C(C(=O)O)C1 (stereo not given)
-6.2	COc1ccc2cc(CN(CC3COCCO3)S(=O)(=O)c3ccccc3)c(=O)[nH]c2c1 (stereo not given)
14.9	O=C1N2CCCc3cccc(c32)C12Nc1ccccc1S2 (stereo not given)
-8.3	COc1ccccc1N1CCN(C(=O)c2oc3cc(C)c(C)cc3c2C)CC1
13.5	CN(C)S(=O)(=O)c1ccc2c(c1)nc(CCC(=O)O)n2C
-0.5	O=C(CN(C(=O)c1csnn1)c1ccccc1Cl)NC1CCCCC1
-8.5	Cc1sc2nc(SCc3nc(-c4ccccc4)no3)n(-c3ccccc3)c(=O)c2c1C

Three entries from above, arranged by SMILES length, low to high.
JMJD2C inh	smiles
4.4	Oc1ccccc1N=Cc1c(O)ccc2ccccc12
-3.6	COc1ccc(CNS(=O)(=O)c2cc3c4c(c2)CCN4C(=O)CC3)cc1
-8.5	Cc1sc2nc(SCc3nc(-c4ccccc4)no3)n(-c3ccccc3)c(=O)c2c1C

(further entries)
JMJD2C inh	smiles
-4.3	COc1cc(C2C3C(=O)N(Cc4ccccc4)C(=O)C3ON2c2ccccc2)cc(OC)c1OC (stereo not given)
-15.0	Cc1[nH]c(=O)[nH]c1CN1CCCCC1
-10.9	COc1ccc(C(C)N2CC34C=CC(O3)C(C(=O)OCC(C)C)C4C2=O)cc1 (stereo not given)
47.6	COC(=O)c1sc2nc(-c3ccccc3)nc(N3CCN(C)CC3)c2c1C
-9.5	Cc1cccc(-c2nnc(SCC(=O)NC3CCCC3)o2)c1
8.4	Cc1cc(/C=c2\sc3nc4ccccc4n3c2=O)c(C)n1-c1ccc(C(=O)O)cc1
